# Assay outcomes from PubChem BioAssay.
# GLD-1 RNA inh: GLD-1-TGE RNA interaction inhibition (C. elegans); purified GLD-1 + fluorescein TGE RNA, fluorescence polarization; inhibition, % at 5.96 µM; actives 0.44% (n = 320,000); Q17339;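 active = percent inhibition above a per-plate cutoff, the plate mean of test compounds plus 3 SD, cut at about 30% in these data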;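 also: 0% = DMSO wells with GLD-1 and probe and 100% = wells lacking GLD-1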
# Target sequence (Q17339 whole entry, looked up): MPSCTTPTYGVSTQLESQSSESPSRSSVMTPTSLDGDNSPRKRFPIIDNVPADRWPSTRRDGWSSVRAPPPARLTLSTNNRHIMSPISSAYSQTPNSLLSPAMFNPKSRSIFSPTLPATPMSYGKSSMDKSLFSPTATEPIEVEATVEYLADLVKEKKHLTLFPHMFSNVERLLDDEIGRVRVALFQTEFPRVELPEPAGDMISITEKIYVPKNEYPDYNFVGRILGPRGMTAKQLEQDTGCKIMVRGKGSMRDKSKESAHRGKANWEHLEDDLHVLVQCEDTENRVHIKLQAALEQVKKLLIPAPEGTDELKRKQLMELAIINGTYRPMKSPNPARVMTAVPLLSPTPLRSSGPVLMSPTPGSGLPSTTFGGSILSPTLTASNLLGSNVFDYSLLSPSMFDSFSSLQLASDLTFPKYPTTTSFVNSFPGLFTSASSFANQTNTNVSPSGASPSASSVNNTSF
# BCLXL inh: Bcl-xL (human) inhibition; Q07817; GST-Bcl-xL / FITC-Bim BH3 peptide fluorescence polarization; inhibition, % at 10.9 µM; actives 0.7% (n = 320,000); AID 2129;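 active = inhibition above the mean of all tested compounds plus 3 SD, cutoff set per campaign, cut at about 30% in these data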;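 also: 0% = DMSO wells and 100% = unlabeled Bim-BH3 peptide competitor; inhibitors lower millipolarization by displacing the labeled peptide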
# Target sequence (Q07817 whole entry, looked up): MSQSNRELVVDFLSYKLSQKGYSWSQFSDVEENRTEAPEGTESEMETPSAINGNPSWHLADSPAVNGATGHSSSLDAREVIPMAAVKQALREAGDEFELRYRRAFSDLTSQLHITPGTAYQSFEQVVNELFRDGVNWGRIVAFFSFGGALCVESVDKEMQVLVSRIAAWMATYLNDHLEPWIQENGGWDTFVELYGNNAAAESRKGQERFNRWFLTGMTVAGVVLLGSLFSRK
# Fam108B inh: Fam108B inhibition, counter-screen for RBBP9 inhibitors. recombinant Fam108B, FP-Rh probe fluorescence polarization. inhibition, % at 9.51 µM. actives 0.33% (n = 300,000);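 active = inhibition above the screen mean inhibition plus 3 SD, computed separately per campaign, cut at about 18% in these data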;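 also: inhibitors lower polarization as less probe binds the enzyme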
# GRK2 inh: blocks RNA aptamer binding to human GRK2; P25098; bead flow cytometry, FAM-aptamer displacement from GRK2; actives 0.59% (n = 330,000); inhibition of aptamer binding, % at 10 µM;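 active = inhibition of aptamer binding above 40%, roughly 3 SD of noise, on plates passing a quality check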;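 also: median bead fluorescence of bound FAM aptamer so fluorescent compounds give negative values; no value below 0 was filed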
# MCL1-BIM inh: inhibitors of human MCL1 binding to BIM-BH3 peptide; Q07820; GST-MCL1 / FITC-Bim-BH3 fluorescence polarization; inhibition, % at 10.9 µM; actives 0.68% (n = 320,000); AID 2057;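 active = inhibition above the mean inhibition of all tested compounds plus 3 SD, set per campaign, cut at about 40% in these data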;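 also: 0% = DMSO wells and 100% = unlabeled Bim-BH3 peptide control; higher means more loss of mP so more displacement of Bim peptide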
# Target sequence (Q07820 whole entry, looked up): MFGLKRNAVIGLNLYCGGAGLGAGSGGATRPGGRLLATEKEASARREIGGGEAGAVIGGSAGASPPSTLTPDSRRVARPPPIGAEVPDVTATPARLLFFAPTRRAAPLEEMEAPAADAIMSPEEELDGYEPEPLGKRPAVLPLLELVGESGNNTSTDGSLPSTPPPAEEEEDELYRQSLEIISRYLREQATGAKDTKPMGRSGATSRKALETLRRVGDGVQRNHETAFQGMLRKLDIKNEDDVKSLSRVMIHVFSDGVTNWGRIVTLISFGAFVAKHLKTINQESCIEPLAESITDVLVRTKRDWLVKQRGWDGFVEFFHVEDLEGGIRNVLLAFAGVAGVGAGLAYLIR
# VLA-4 inh: inhibition in a human VLA-4 binding assay; P13612; VLA-4 expressing cells, ligand binding flow cytometry; inhibition, % (about 7 µM as worked out from the volumes in the protocol); actives 0.2% (n = 330,000); AID 2557; in the data active = inhibition above about 50%
# Efflux pump inh: inhibitors of Candida antifungal efflux pumps expressed in yeast; inhibition, % at 10 µM; actives 0.44% (n = 330,000); S. cerevisiae Candida pump triplex, Nile Red efflux;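 active = plate passing quality check with inhibition over a set limit, or well fluorescence over plate mean plus 4 SD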;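 also: Nile Red retained in pooled yeast measured as flow cytometry median fluorescence; 0% = buffer negative control and 100% = Enniatin B positive control; higher means more Nile Red kept so more efflux inhibition; some compounds called inactive have numbers as strong as hits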
# PME-1 primary: blocks human protein phosphatase methylesterase 1. recombinant PME-1, FP-Rh probe fluorescence polarization. inhibition, % at 5.9 µM. actives 0.53% (n = 320,000). Q9Y570;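 active = inhibition above the campaign mean of all compounds plus 3 SD, cut at about 26% in these data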;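 also: competitive labeling of PME-1 active site by serine hydrolase directed probe; 0% = PME-1 with DMSO and 100% = wells lacking PME-1 enzyme; inhibitors block probe labeling so polarization falls and inhibition rises; many of its hits are not listed in these tables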
# MEX-5 binding: C. elegans MEX-5 TCR-2 RNA binding activity. Q9XUB2. AID 1832. actives 0.38% (n = 300,000). MEX-5/FITC-TCR2 RNA binding, fluorescence polarization; hits give low values. activity score (negative = inhibition of binding), % at 10 µM;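 active = inhibition past about -25% in most replicates, and total fluorescence under double the plate's negative control median, limit read from the data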;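 also: 0% = DMSO and -100% = 5 µM competing unlabeled TCR2 RNA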
# An asterisk follows results filed as active; . = no result given. An excerpt, so the mix of outcomes need not match the whole.
# The opening two compounds (preview)
SMILES,GLD-1 RNA inh,BCLXL inh,Fam108B inh,GRK2 inh,MCL1-BIM inh,VLA-4 inh,Efflux pump inh,PME-1 primary,MEX-5 binding
Cc1ccc(/C=N/n2c(C3CCCCC3)n[nH]c2=S)cc1,-8,-9,-3,3,-13,42,0.0,-4,-3.4
CCN1C(=O)NC(c2ccc(Cl)cc2)C2=C1CCCC2=O (stereo not given),2,0,-1,3,-2,7,0.0,0,1.3

# The list itself, from the start:
SMILES,GLD-1 RNA inh,BCLXL inh,Fam108B inh,GRK2 inh,MCL1-BIM inh,VLA-4 inh,Efflux pump inh,PME-1 primary,MEX-5 binding
Cc1ccc(/C=N/n2c(C3CCCCC3)n[nH]c2=S)cc1,-8,-9,-3,3,-13,42,0.0,-4,-3.4
CCN1C(=O)NC(c2ccc(Cl)cc2)C2=C1CCCC2=O (stereo not given),2,0,-1,3,-2,7,0.0,0,1.3
CN(/N=C\c1ccc(O)c(O)c1)c1nc(-c2ccccc2)cc(-c2ccccc2)n1,8,-1,21*,0,0,3,-0.2,22,0.0
Cc1ccc(S(=O)(=O)N(C)CC(=O)OCC(=O)N2CC(=O)Nc3ccccc32)cc1,0,4,3,0,-2,-3,-0.1,7,-0.5
CC(NC1c2ccccc2-c2ccccc21)c1ccccc1 (stereo not given),3,-1,0,17,-4,-3,0.0,2,-0.2
Cc1ccc(NC(=O)c2cc3ccccc3o2)nc1,-2,4,1,0,2,-38,0.0,-1,-1.5
Cc1cccc(-n2c(C)cc(C)c(C#N)c2=O)c1,0,4,0,2,-4,1,0.0,-3,-1.4
CCC(=O)c1ccc(N2CCN(C(=O)c3ccc(F)cc3)CC2)c(F)c1,-1,-1,-2,3,-4,6,0.1,4,-1.8
CSc1ncc2c(=O)[nH]c(-c3ccccc3)nc2n1,-5,-1,3,0,-3,20,-0.2,0,-1.0
O=C(c1cc(-c2ccc(O)cc2)on1)N1CCCc2ccccc21,-1,-2,1,1,-3,20,0.2,-1,-0.4
COC(=O)c1cc(OC)c(OC)cc1NC(=S)N1CCN(C/C=C/c2ccccc2)CC1,4,4,-1,0,7,20,0.0,-3,0.3
COC(=O)Cc1ccc(OC(=O)CCS(=O)(=O)c2ccc(Cl)cc2)cc1,9,-3,-2,2,-10,-5,0.0,2,1.1
COc1cc(NC(=O)COn2nnc3ccc(S(C)(=O)=O)cc32)cc(OC)c1,-4,1,-1,0,3,-6,0.2,-4,0.7
O=C(NCN1CCc2ccccc2C1)c1cnccn1,0,6,3,0,6,13,0.0,-3,-1.4
CCOc1ccc(C2NC(=O)NC(C)=C2C(=O)OC)cc1C (stereo not given),6,4,1,0,2,30,-0.1,-3,-2.1
CCn1cc(/C=N/NS(=O)(=O)c2ccc(C)cc2)c(C)n1,-2,-4,0,0,0,4,0.1,-6,-0.6
CC1(C)CC(=O)C2=C(C1)N=C1SCCC(=O)N1C2c1ccc(C(F)(F)F)cc1 (stereo not given),0,-2,-2,2,0,0,0.0,0,-1.3
Cc1cnc(C(=O)OCc2ccc(COC(=O)c3cnc(C)cn3)cc2)cn1,5,-1,-1,0,-3,9,0.2,0,-1.7
Cc1ccccc1C(=O)Nc1ccc(C(=O)N/N=C/c2ccncc2)cc1,-7,2,1,0,0,21,-0.1,-3,-1.4
CSCCC(NS(=O)(=O)c1ccc(C)cc1)C(=O)N1CCCCCCC1 (stereo not given),3,2,.,0,4,-5,-0.1,-5,.
CC(C)(C)c1cc(C(=O)N/N=C/c2cc3c(cc2Br)OCO3)n[nH]1,10,8,3,0,7,-6,-0.1,-14,-2.1
Cc1[nH]n(-c2ccccc2)c(=O)c1N=Nc1ccc2c(c1)OCCO2,0,3,-1,1,-3,3,0.1,4,-0.3
Cc1ccc(-c2noc(=O)n2CC(=O)Nc2ccc(S(=O)(=O)NC3CC3)cc2)cc1,4,1,1,0,-3,-6,-0.1,2,-3.1
Cc1ccc(NC(=O)c2c(C(F)(F)F)nn(C)c2Cl)cc1C,1,-4,2,7,2,3,0.1,-7,-0.4
Cc1ccccc1-c1nnc(Cc2ccccc2)o1,-4,2,6,0,7,-11,-0.3,-2,2.3
O=C(CN(C1CCCCC1)S(=O)(=O)c1ccc(F)cc1)NCCCO,0,2,0,0,-3,20,0.0,-2,-3.8
COC(=O)[C@H](Cc1c[nH]c2ccccc12)NC(=O)NCc1ccc(OC)c(OC)c1,-5,-1,-2,1,-6,-3,0.2,-6,-1.7
O=C(c1coc2ccc(O)cc12)C1CC1,-8,-3,4,1,4,4,0.0,2,1.8
COC(=O)c1sc(NC(=O)CSc2n[nH]c(N)n2)c(C(=O)OC)c1C,-3,-3,-7,1,0,0,0.5,-2,0.2
CCOc1ccc(CCNS(=O)(=O)c2ccc(-c3ccc(=O)[nH]n3)o2)cc1OCC,11,9,-3,0,10,6,-0.2,-1,-3.3

# Only MEX-5 binding, PME-1 primary and Efflux pump inh, for 4 of the compounds above:
mol | MEX-5 binding | PME-1 primary | Efflux pump inh
O=C(NCN1CCc2ccccc2C1)c1cnccn1 | -1.4 | -3 | 0.0
CCOc1ccc(C2NC(=O)NC(C)=C2C(=O)OC)cc1C (stereo not given) | -2.1 | -3 | -0.1
CCn1cc(/C=N/NS(=O)(=O)c2ccc(C)cc2)c(C)n1 | -0.6 | -6 | 0.1
CC1(C)CC(=O)C2=C(C1)N=C1SCCC(=O)N1C2c1ccc(C(F)(F)F)cc1 (stereo not given) | -1.3 | 0 | 0.0

# (next part)
SMILES,GLD-1 RNA inh,BCLXL inh,Fam108B inh,GRK2 inh,MCL1-BIM inh,VLA-4 inh,Efflux pump inh,PME-1 primary,MEX-5 binding
COc1ccc(C(=O)NCCN2CCCC2)cc1,6,2,0,0,2,8,0.1,-4,2.5
COc1ccccc1-c1cn[nH]c1-c1ccc(OCc2ccc([N+](=O)[O-])cc2)cc1O,5,-2,0,2,3,9,0.2,-3,1.1
Cn1c(=O)oc2cc(S(=O)(=O)NC3CCCc4ccccc43)ccc21 (stereo not given),4,3,3,0,-4,8,-0.1,1,2.0
CC(=O)Nc1nc2ccc(S(=O)(=O)N3CCCCC3)cc2s1,-1,0,1,0,0,3,-0.4,3,-1.7
CN(C)c1ccc(/C=N/NC(=O)CSc2ccccn2)cc1,1,-1,-3,3,-1,0,0.0,7,-1.6
CC(=O)C1=C(O)C(=O)N(Cc2cccnc2)C1c1ccc(C(C)C)cc1 (stereo not given),8,2,1,2,6,6,-0.1,-4,2.3
Cc1cc(C)nc(SCc2nnc(SCC(=O)N3CCCc4ccccc43)o2)n1,7,-1,-2,4,-6,21,-0.1,1,-0.3
Cn1c(=O)n(C)c2cc(N3CCCCC3)c(NC(=O)c3cccc(Cl)c3)cc21,-6,5,1,1,11,-8,0.3,-9,-0.1
CCOC(=O)/C(C#N)=C/Nc1cc(OC)ccc1OC,4,1,3,3,-4,-2,-0.1,14,-0.9
O=C(CN(C(=O)Cn1nnc(-c2ccc(F)cc2)n1)c1ccc(F)c(Cl)c1)NCC1CCCO1 (stereo not given),1,5,2,5,13,2,-0.1,6,-1.0
CN(Cc1ccccc1)c1nnc(N)s1,6,3,5,0,9,18,0.2,-3,0.3
Cc1ccccc1-c1nc(CN2CCC(C(=O)NCC3CCCO3)CC2)c(C)o1 (stereo not given),0,8,-3,0,1,-10,0.0,2,1.1
Fc1ccc2[nH]c3c(N4CCN(C5CCCCC5)CC4)ncnc3c2c1,-3,8,6,3,-4,12,-0.1,0,1.1
COc1ccc(-c2nnc(-c3cccnc3)o2)cc1OC,4,-1,3,0,-7,2,-0.2,-4,-0.9
COc1ccc(S(=O)(=O)N2CCOC2CNC(=O)C(=O)NCc2ccco2)cc1 (stereo not given),5,8,4,0,7,20,-0.1,1,.

# Brought forward from above: three compounds, followed by the next part.
SMILES,GLD-1 RNA inh,BCLXL inh,Fam108B inh,GRK2 inh,MCL1-BIM inh,VLA-4 inh,Efflux pump inh,PME-1 primary,MEX-5 binding
Fc1ccc2[nH]c3c(N4CCN(C5CCCCC5)CC4)ncnc3c2c1,-3,8,6,3,-4,12,-0.1,0,1.1
COc1ccc(-c2nnc(-c3cccnc3)o2)cc1OC,4,-1,3,0,-7,2,-0.2,-4,-0.9
COc1ccc(S(=O)(=O)N2CCOC2CNC(=O)C(=O)NCc2ccco2)cc1 (stereo not given),5,8,4,0,7,20,-0.1,1,.
CCOc1ccc(CCNC(=O)C2CCCN(c3nnc(-n4cccc4)s3)C2)cc1OCC (stereo not given),-3,3,3,1,6,0,-0.2,-3,1.3
O=C(CSc1ccc(Br)cc1)Nc1ccccc1N1CCOCC1,-2,-7,4,0,-5,-3,0.2,9,1.2
O=C(NCc1ccco1)c1ccc(CS(=O)Cc2ccc(Cl)cc2)o1 (stereo not given),-2,1,-2,1,5,5,0.0,3,-0.2
Cc1csc(NC(=O)CCN2C(=O)c3ccccc3S2(=O)=O)n1,6,6,-7,2,8,-17,-0.1,-9,-0.1
COc1ccc([N+](=O)[O-])cc1NC(=O)Nc1cccc(Cl)c1,1,0,-10,1,4,-2,0.1,-16,1.9
CN(c1cccnc1)c1ncnc2[nH]ncc12,-5,2,-2,5,-4,8,0.0,-5,3.0
CC(=O)Nc1sc(C)c(C)c1CN1CCN(S(=O)(=O)c2ccccc2)CC1,-5,2,1,0,4,5,0.1,3,-2.0
COC(=O)c1oc2ccc(Br)cc2c1NC(=O)CCN1CCOCC1,3,6,-1,0,0,9,-0.1,-4,0.2
COc1ccccc1NC(=O)c1ccc(NC(=O)c2cc3c(s2)CCC3)cc1,2,7,-13,0,8,26,0.1,-56,-1.5
O=C(/C=C/c1ccc(Cl)cc1)NCc1cccs1,65*,7,-2,1,9,1,0.6,-8,-0.6
Cc1ccc(OCC(=O)Nc2ccc(Cl)cc2)c(-n2nc3ccccc3n2)c1,6,-2,3,2,6,-7,-0.1,-4,-1.8
COc1cc2c(cc1OC)C(C)N(S(=O)(=O)c1cccs1)CC2 (stereo not given),.,.,.,1,.,30,0.0,.,-0.3
CC(=O)C(=[N+]=[N-])C(=O)NCc1ccccc1,0,1,0,2,-6,3,0.3,3,-0.4
COc1ccccc1C1C(C(C)=O)=C(O)C(=O)N1CCc1ccccc1 (stereo not given),4,2,-1,5,4,5,0.1,-6,-0.4
Cc1ccc(S(=O)(=O)NCC(=O)N(CC2CCCO2)C(C(=O)NCC2CCCO2)C(C)C)cc1 (stereo not given),10,-1,1,0,-3,20,-0.1,-1,0.9
OCCNc1ccc(Cl)cc1,0,2,-5,0,-1,4,0.1,-4,0.6
O=C(Cc1ccccc1Cl)Nc1cc(S(=O)(=O)N2CCOCC2)ccc1N1CCOCC1,-2,-8,.,0,-17,0,-0.3,9,.
O=S(=O)(O)c1cnccc1Nc1cccc(C(F)(F)F)c1,4,9,-3,5,10,4,-0.1,7,-0.6
O=C(N/N=C/c1c[nH]c2ccccc12)c1cccs1,-1,0,-2,.,14,-2,0.1,12,-4.1
